High-throughput results as filed in PubChem BioAssay.
LGR2 inh: inhibitors of bursicon-induced Drosophila LGR2 receptor cAMP signaling | HEK293 LGR2, CRE-luciferase, bursicon-stimulated, 4 h | inhibition, % at 9.99 µM | 380,000 tested, 0.35% active;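 active = drop in luminescence signal, shown as inhibition above about 50% in the replicate tests, limit read from the data, passing the limit was not always enough; inconclusive = probably only some replicates passing the limit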;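 note: agonist challenge used bursicon conditioned medium at about half maximal strength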
PglD inh: PglD (C. jejuni) enzyme inhibition | purified PglD enzyme, DTNB colorimetric CoA detection | inhibition, % at 12.5 µM | 360,000 tested, 0.098% active; in the data active = inhibition above about 16%, passing the limit was not always enough; inconclusive = no clear call, values can overlap the other calls; note: strong numbers were not always called active
C2C12 statin: suppressors of simvastatin-induced myotoxicity in C2C12 myotubes | ATP luminescence, 48 h; scaled: DMSO 0, geranylgeraniol control 100 | rescue of ATP level, % at 7.49 µM | 330,000 tested, 0.78% active | AID 602340;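 active = mean ATP rescue above about 67%, or every replicate alone reaching that limit, limit read from the data, passing the limit was not always enough; inconclusive = no clear call, values can overlap the other calls; inactive = mean under the limit and some replicate under it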;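 note: myotubes were challenged with 10 µM simvastatin during compound exposure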
Cneo AK release: Cryptococcus neoformans lysis via adenylate kinase release; C. neoformans lysis, adenylate kinase release luminescence, 4 h; normalised: neutral wells 0, clomiphene wells 100; lysis activity, % at 15 µM; 360,000 tested, 0.2% active; AID 651654;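 active = mean lysis activity across replicates of at least 80%, whatever share of replicates individually reach that level; inactive = mean lysis activity below 80%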
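Schedule: static 4 h at 37 °C with compound, 1 h detection; system: C. neoformans cells; benchmarks: Clomiphene as positive control; buffer or medium: fresh YPD medium; measure: luminescence rise reflecting yeast cell lysis; measured by: luminescent adenylate kinase detection reagent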
GSIS activator: GLuc luminescence reporter in INS-1E cells, primary screen for activators of glucose-dependent secretion of insulin; 370,000 tested, 0.61% active; INS-1E GLuc reporter insulin secretion, 2-3 h; activation, % at 16.6 µM; AID 743287;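 active = lowest replicate activation of at least 40%, so every replicate reaches that level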;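 note: 0% = median of neutral control wells and 100% = median of IBMX positive control wells; some compounds called inactive have numbers as strong as hits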
ARNT-TACC3 inh: disruptors of human ARNT/TACC3 interaction | inhibition, % at 9.99 µM | AID 623870 | Q9Y6A5 | AlphaScreen His-ARNT PAS-B/GST-TACC3 binding, luminescence; TACC3 fragment carries E629A point mutation | 390,000 tested, 0.66% active;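 active = mean inhibition of replicates at least 50% and at least half of replicates each reaching 50%; inconclusive = half or more replicates reach 50% but mean below 50%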;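 note: 0% = complete ARNT plus TACC3 wells and 100% = ARNT alone without TACC3; many hits fall short of the cut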
PGC1a acetyl inh: modulators of PGC1a acetylation; U2OS PGC1a acetylation, AlphaScreen anti-acetyl-lysine; with virally co-expressed GCN5 acetyltransferase; 350,000 tested, 0.17% active; AID 651687; inhibition, % at 15.6 µM;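 active = every replicate shows inhibition of at least 40%; inconclusive = mean inhibition at least 40% but some replicate below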;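 note: 0% = neutral control wells and 100% = positive control wells; some results beyond the cut were filed as inactive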
PAX8 reporter: inhibitors of PAX8 transcriptional activity in RMG-I cells | AID 652154 | RMG-I TPO-luciferase reporter, SteadyGlo, 24 h | inhibition, % at 12.6 µM | 360,000 tested, 1.2% active;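 active = mean replicate inhibition at least 60% with every replicate also reaching 60%; inconclusive = only one of the two criteria is met; inactive = mean below 60% and not all replicates reaching 60%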;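 note: luciferase light reporting Pax8 driven TPO promoter activity; plate controls were median of neutral control wells for no effect and mitoxantrone controls for full effect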
The depositor's hits bear a star; ? = inconclusive; nt = no result given.

No.	compound	LGR2 inh	PglD inh	C2C12 statin	Cneo AK release	GSIS activator	ARNT-TACC3 inh	PGC1a acetyl inh	PAX8 reporter
1	O=C(Nc1ccc2c(c1)OCO2)c1ccc(Cl)cc1Cl	-4	4	1	-9	-3	-4	0	-148
2	CCn1ncc(Br)c1C(=O)NC1CCCCCCC1	15	6	11	0	22	0	nt	-5
3	NC(=O)c1c(NC(=O)c2cccnc2)sc2c1CCCCC2	nt	2	-7	-2	nt	-7	-8	-52
4	COc1ccc(-n2c(Cc3cccn3C)nnc2SCC(=O)N2CCCC2)cc1	4	-2	4	1	-8	15	-1	-4
5	Cc1cc(C)nc(NC(=O)c2ccc(OC(C)C)cc2)n1	nt	0	-9	-2	nt	8	1	4
6	Cc1cc2c(cc1C)C(=O)CCC2	21	2	6	0	nt	nt	nt	14
7	Cc1ccc(NS(=O)(=O)c2ccc(C)c(C(=O)N3CCN(C)CC3)c2)cc1	nt	7	123*	-1	nt	-14	-4	nt
8	Cn1c(=O)oc2cc(S(=O)(=O)NCc3ccc(Cl)cc3)ccc21	13	1	1	0	7	-2	-5	-16
9	O=C(NCCCn1ccnc1)c1ccc2nccnc2c1	13	-1	nt	-1	-3	58*	-6	7
10	COC(=O)CNC(=O)C(NC(=O)c1ccc(Cl)cc1)C(C)C (stereo not drawn)	nt	10	-12	-3	nt	-2	1	nt
11	Cc1ccccc1OCc1nc2ccccc2c(=O)n1N	nt	-1	17	1	nt	-3	4	nt
12	O=C(COC(=O)C1CCN(c2ccc(C(F)(F)F)cn2)CC1)Nc1ncc(Cl)cc1Cl	-7	1	-3	0	37	17	-5	0
13	O=C(CCC(=O)OCC(=O)c1ccc(Br)cc1)Nc1cccc2cccnc12	nt	nt	-11	-1	nt	4	4	14
14	COc1ccc(C(=O)N2C[C@H]3[C@@H](c4ccccc42)[C@H](CO)N3Cc2ccc3c(c2)OCO3)cc1	-3	1	-4	-1	-7	10	-21	21
15	COc1ccc(S(=O)(=O)N2CCOCC2)cc1NC(=O)C1CC1	9	-1	3	0	3	-11	0	3
16	Cc1ccccc1-c1cc2nc(NCCOc3ccccc3Cl)n(C)c(=O)c2s1	-3	-2	-2	1	6	nt	2	9

Seven entries from above, reformatted:
10	COC(=O)CNC(=O)C(NC(=O)c1ccc(Cl)cc1)C(C)C (stereo not drawn)
11	Cc1ccccc1OCc1nc2ccccc2c(=O)n1N
12	O=C(COC(=O)C1CCN(c2ccc(C(F)(F)F)cn2)CC1)Nc1ncc(Cl)cc1Cl
13	O=C(CCC(=O)OCC(=O)c1ccc(Br)cc1)Nc1cccc2cccnc12
14	COc1ccc(C(=O)N2C[C@H]3[C@@H](c4ccccc42)[C@H](CO)N3Cc2ccc3c(c2)OCO3)cc1
15	COc1ccc(S(=O)(=O)N2CCOCC2)cc1NC(=O)C1CC1
16	Cc1ccccc1-c1cc2nc(NCCOc3ccccc3Cl)n(C)c(=O)c2s1

screen / no. | 10 | 11 | 12 | 13 | 14 | 15 | 16
LGR2 inh | nt | nt | -7 | nt | -3 | 9 | -3
PglD inh | 10 | -1 | 1 | nt | 1 | -1 | -2
C2C12 statin | -12 | 17 | -3 | -11 | -4 | 3 | -2
Cneo AK release | -3 | 1 | 0 | -1 | -1 | 0 | 1
GSIS activator | nt | nt | 37 | nt | -7 | 3 | 6
ARNT-TACC3 inh | -2 | -3 | 17 | 4 | 10 | -11 | nt
PGC1a acetyl inh | 1 | 4 | -5 | 4 | -21 | 0 | 2
PAX8 reporter | nt | nt | 0 | 14 | 21 | 3 | 9

(more compounds)
No.	compound	LGR2 inh	PglD inh	C2C12 statin	Cneo AK release	GSIS activator	ARNT-TACC3 inh	PGC1a acetyl inh	PAX8 reporter
17	COc1ccc(NC(=O)N(C)C[C@H]2OCCCC[C@@H](C)Oc3ccc(NS(C)(=O)=O)cc3C(=O)N([C@@H](C)CO)C[C@@H]2C)cc1	-2	2	nt	0	4	-10	-5	-2
18	Cc1ccc(S(=O)(=O)N2CCN(C(=O)CNC(=O)c3sc4ccccc4c3Cl)CC2)cc1	-7	2	nt	-3	10	1	nt	4
19	Cc1ccc(CSCCNC(=O)CCSc2ccccc2)cc1	nt	5	-5	-4	nt	nt	4	nt
20	COc1ccccc1-c1cc(=O)c2c(O)ccc([N+](=O)[O-])c2o1	-10	6	-10	0	6	-2	1	16
21	COCC#Cc1ccc([C@@H]2[C@H]3CN(C(=O)C4CCCCC4)CC(=O)N3[C@H]2CO)cc1	11	nt	nt	nt	-4	nt	-2	5
22	O=C(Cc1csc(Nc2nc(=S)[nH]c3ccccc23)n1)NCc1ccccc1Cl	nt	2	-35	-1	6	-6	3	nt
23	N#Cc1ccccc1Sc1ccccc1C(=O)OCC(N)=O	5	nt	nt	nt	0	-11	11	6
24	CCC(=O)Nc1ccc2c(c1)ncn2-c1ccc(OC)cc1	nt	4	-45	-4	nt	-3	-1	-23
25	CO[C@H]1CN(C)C(=O)c2cc(NS(C)(=O)=O)ccc2OC[C@H](C)N(Cc2ccccn2)C[C@H]1C	9	nt	7	nt	10	nt	2	nt
26	CC1(C(=O)N2CCCCC2)CCN1C(=O)c1ccccc1CCc1ccccc1 (stereo not drawn)	-11	-1	-13	-1	-12	nt	17	-18
27	Cc1cc(-c2ccc(S(=O)(=O)N3CCCCC3)s2)on1	6	-1	-14	2	7	-37	-7	13
28	O=C(Nc1ccc(Cl)c(Cl)c1)Nc1nc(-c2ccccc2)cs1	2	5	-19	0	166*	-5	27	20
29	O=C(O)c1ccccc1NC(=O)c1ccccc1Nc1ccccc1	4	-4	3	-4	-54	-1	5	5
30	CCOc1ccc(NC(=O)Cn2nnc(C(=O)NCc3ccco3)c2N)cc1	nt	-3	nt	0	nt	-3	1	-11
31	CC(NC(=O)N(Cc1ccccc1)Cc1ccc2c(c1)OCO2)(C(F)(F)F)C(F)(F)F	nt	3	5	-2	nt	-2	-1	-24
32	COc1ccc(CN2CCCC(C(=O)c3ccc4c(c3)OCO4)C2)c(F)c1 (stereo not drawn)	2	0	0	18	3	7	1	-4
33	CCOC(=O)N1CCC(NC(=O)C(Cc2ccccc2)NC(=O)c2ccco2)CC1 (stereo not drawn)	nt	1	-1	1	nt	-4	0	-13
34	COC(=O)c1sc(NC(=O)c2cc(-c3ccccc3)nc3ccccc23)c(C#N)c1C	nt	-1	-330	-9	nt	-2	7	nt
35	COc1ccccc1NS(=O)(=O)c1cc(NC(=O)c2ccc(NC(C)=O)cc2)ccc1N1CCOCC1	-10	0	-1	-1	-15	-2	nt	1
36	CCOCCCN1CN(S(=O)(=O)c2ccc(Cl)cc2)c2nc3ccccc3nc21	nt	7	133*	0	nt	-1	2	nt
37	C[C@@H]1CN([C@@H](C)CO)C(=O)Cc2cc(NC(=O)Nc3ccccc3)ccc2O[C@H]1CN(C)S(=O)(=O)c1cn(C)cn1	15	1	-11	1	1	-13	1	-7
38	CN(C)C(=O)c1cccc(-c2ccc([C@@H]3[C@@H](C#N)N(C(=O)C4CCC4)[C@@H]3CO)cc2)c1	6	-3	-6	2	18	4	4	-18
39	O=C(Cn1[nH]c(=O)c2ccccc2c1=O)OCC(=O)c1ccc(F)c(F)c1	14	-3	-14	2	nt	10	7	-5
40	CC(C)C12CN3CC(C(C)C)(CN(C1)C3(C)C)C2=O	nt	-2	-1	-2	nt	-2	nt	-5
41	O=C(C[C@@H]1CC[C@H](NC(=O)Nc2cc(F)ccc2F)[C@H](CO)O1)NCc1ccncn1	-3	-3	-3	1	11	-2	-2	-15
42	C[C@@H]1CCCCO[C@@H](CN(C)C(=O)c2ccccc2)[C@H](C)CN([C@@H](C)CO)C(=O)c2cc(NC(=O)Nc3cccc4ccccc34)ccc2O1	0	0	nt	0	9	-3	6	nt
43	CS(=O)(=O)N1CCN(c2ccccc2NC(=S)NC(=O)c2cccs2)CC1	14	nt	nt	nt	-4	-1	-7	4
44	COc1ccc(-c2ccnc3cc(C(=O)O)nn23)cc1	-20	nt	nt	nt	3	-5	-2	1
45	COc1cccc(OCC(=O)NNC(=O)C(=O)N2CCCC2)c1	-9	7	nt	-11	-4	-9	nt	33
46	C[C@@H]1CCCCO[C@@H](CN(C)C(=O)c2ccncc2)[C@H](C)CN([C@@H](C)CO)C(=O)c2cc(NS(=O)(=O)c3ccc(Cl)cc3)ccc2O1	6	10	nt	-5	-2	-1	-4	-7
47	COc1ccccc1S(=O)(=O)N[C@H]1CC[C@@H](CCNC(=O)C2CCCCC2)O[C@H]1CO	4	-4	0	-5	1	7	0	-6
48	CC12CCC(=O)N1C(C(=O)Nc1nc3ccccc3s1)CS2 (stereo not drawn)	6	-4	1	2	34	15	5	-8
49	Cc1ccc(Cl)cc1NC(=O)c1ccc(Cn2cc(Cl)cn2)cc1	3	nt	nt	nt	-16	-1	nt	-16
50	COc1ccccc1NC(=O)N1CC[C@@H]2[C@H]1c1cc(-c3cccc(F)c3)ccc1N(C)[C@H]2CO	18	2	20	58	5	-5	1	26
51	COc1cccc(CNC(=O)C2CCCN(S(=O)(=O)c3ccc4c(c3)C(C)(C)C(=O)N4C)C2)c1 (stereo not drawn)	5	-3	0	1	-13	-7	-7	6
52	CCCC#Cc1ccc([C@@H]2[C@H](CO)N3CCCCN(Cc4cncnc4)C[C@@H]23)cc1	-2	3	nt	2	-3	5	-4	-2
53	COc1ccc(NC(=O)C(NC(=O)CC2NC(=O)NC2=O)c2ccccc2)cc1 (stereo not drawn)	-4	nt	nt	nt	3	1	nt	35
54	CCOc1ccc(NCCC(O)c2ccc(F)cc2)cc1 (stereo not drawn)	-10	1	0	-1	4	18	1	-4
55	C[C@@H]1CCCCO[C@@H](CN(C)Cc2ccc(Cl)c(Cl)c2)[C@H](C)CN([C@H](C)CO)C(=O)c2cc(NS(=O)(=O)c3cccs3)ccc2O1	2	2	nt	12	-8	38	8	?
56	C[C@@H]1CN([C@H](C)CO)C(=O)c2cc(NC(=O)Nc3ccc(F)cc3)ccc2O[C@@H]1CN(C)C	-18	-3	-5	-5	3	-26	-1	-23
57	CC(C)(C)c1ccc(S(=O)(=O)NC(=O)C2(C)CCN2C(=O)Cc2cccs2)cc1 (stereo not drawn)	-20	-1	11	1	5	nt	3	-3
